Compound activity deposited in PubChem BioAssay by several laboratories.
PolyA inhibitor: blocks polyadenylation in yeast reporter cells | S. cerevisiae SKY197-pL101 polyadenylation reporter, beta-gal luminescence; efflux-impaired pdr1/pdr3 knockout yeast; score 100 = 6 SD above DMSO | 0.02% of 300,000 active | calls only at 12 µM;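 active = lowest replicate activity score at least 50, where 100 means six control SD above control mean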;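 also: yeast exposed to compound for 9 h at 30 °C; higher score means more reporter readthrough which indicates perturbed polyadenylation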
KCNQ1 inh: human KCNQ1 channel inhibition; CHO-K1 KCNQ1, FluxOR thallium flux fluorescence; active compounds read high; B-score at 10 µM; P51787; 1.3% of 310,000 active; AID 2642;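 active = compounds whose thallium flux B-score, printed positive for inhibition, exceeds three library SD while starting fluorescence stays within three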;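 also: channel opened by potassium depolarization with thallium stimulus after 20 min compound exposure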
KCNQ1 act: potentiates or activates the human KCNQ1 potassium channel; P51787; CHO-K1 KCNQ1, thallium flux FluxOR fluorescence; active compounds read high; B-score at 10 µM; 0.35% of 310,000 active;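 active = fluorescence ratio B-score, a plate-corrected score, at least three library SD, with initial intensity B-score within 5 SD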
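System: CHO-K1 cells stably expressing KCNQ1 / Medium: assay buffer for compound exposure, DMSO matched across wells / Reagent: thallium- and potassium-containing depolarizing buffer / Compound: one concentration, matched DMSO / Incubation: 20 min compound pretreatment at room temperature / Measured by: kinetic FluxOR fluorescence, 10 s baseline plus 110 s post-stimulus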
GSK3A inh: blocks human GSK-3 alpha kinase; P49840; ADP-Glo luminescence, 60 min; inhibition, % at 10 µM; 0.1% of 320,000 active; AID 2650;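 in the data active = inhibition above about 50%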;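 also: GST-tagged GSK-3 alpha with peptide substrate and 25 µM ATP; 0% = DMSO neutral wells and 100% = GW8510 positive control wells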
GSK3B inh: blocks human GSK3beta kinase activity; activity score (negative = inhibition), % at 10 µM; 0.038% of 300,000 active; GST-GSK3beta kinase, ADP-Glo luminescence, 60 min; active compounds read low; P49841; AID 2097;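 active = more than half of replicate wells score below -50%, meaning over 50% inhibition versus plate controls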;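 also: 0% = median DMSO wells and -100% = median GW8510 positive control wells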
Target sequence (P49841 whole entry, looked up): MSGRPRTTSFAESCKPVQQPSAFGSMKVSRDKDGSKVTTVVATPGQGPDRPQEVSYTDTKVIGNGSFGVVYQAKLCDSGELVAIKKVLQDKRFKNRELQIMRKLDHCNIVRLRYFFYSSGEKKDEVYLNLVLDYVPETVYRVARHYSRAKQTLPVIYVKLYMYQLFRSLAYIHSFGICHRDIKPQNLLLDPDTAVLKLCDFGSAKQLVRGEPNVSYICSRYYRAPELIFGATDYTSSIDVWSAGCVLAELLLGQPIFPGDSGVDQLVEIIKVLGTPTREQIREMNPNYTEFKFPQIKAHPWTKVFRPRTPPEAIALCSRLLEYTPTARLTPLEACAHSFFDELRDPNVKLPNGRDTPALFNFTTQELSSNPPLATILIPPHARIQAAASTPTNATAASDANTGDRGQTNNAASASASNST
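test system = GST-tagged human GSK3beta kinase, cell-free | reagent = 25 µM ATP with peptide substrate | dosing = one dose of 10 µM per compound | schedule = 60 min reaction, RT | detection = luminescent ADP-Glo measurement of ADP formed | control set = DMSO neutral wells and GW8510 at 20 µM as positive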
Dyrk1A ADPGlo: blocks rat Dyrk1A kinase activity; 0.43% of 310,000 active; inhibition, % at 12.5 µM; ADP-Glo luminescence, NFATc1 peptide; Q63470; AID 504441; in the data active = inhibition above about 50%;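 also: plate controls were vehicle with enzyme for no effect and no enzyme for full effect; many of its hits are not listed in these tables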
KCNK9 inh: human KCNK9 channel inhibition; Q9NPC2; HEK293 KCNK9, FluxOR thallium flux fluorescence; active compounds read low; B-score at 10 µM; 1.2% of 310,000 active;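 active = ratio B-score over 3 SD below the library mean, with starting fluorescence within 5 SD of its mean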;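 also: negative B-score means less thallium flux so channel inhibition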
RGS4 block: inhibitors of human RGS4. B-score at 10 µM. HEK293 M3R/RGS4 inducible, Fluo-4 calcium flux; active compounds read high; triggered by carbachol at its EC20. AID 463165. P49798. 0.45% of 310,000 active;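 active = B-score, a plate-corrected calcium signal, over three deviations above library mean, with baseline fluorescence within five deviations of library mean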;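 also: RGS4 expression induced by doxycycline in cells with stable M3 receptor; B-score is computed from the integrated fluorescence ratio over baseline after carbachol; higher B-score means a larger calcium signal and so more RGS4 inhibition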
Target sequence (P49798 whole entry, looked up): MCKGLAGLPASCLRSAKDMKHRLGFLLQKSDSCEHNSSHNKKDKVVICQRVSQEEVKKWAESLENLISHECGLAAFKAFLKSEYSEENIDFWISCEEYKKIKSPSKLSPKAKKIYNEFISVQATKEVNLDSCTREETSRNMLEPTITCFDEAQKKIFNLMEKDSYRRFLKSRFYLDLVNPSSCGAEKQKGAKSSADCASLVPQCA
RGS4 act: potentiators or activators of RGS4; HEK293 M3R/inducible RGS4, carbachol calcium flux Fluo4; active compounds read low; 0.92% of 310,000 active; B-score at 10 µM; AID 463111;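 active = B-score of the integrated calcium signal more than 4 SD below the library mean, with starting fluorescence not abnormally high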;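 also: negative B-score means reduced calcium response which marks RGS4 activation or potentiation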
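System: HEK293 FlpIn-TREx cells, stable M3R, doxycycline-inducible RGS4. Timing: overnight RGS4 induction, 30 min dye load 37 °C, 20 min compound RT. Also added: carbachol, ECmax concentration. Measured by: Fluo4 fluorescence kinetic imaging of calcium. Evaluation: integrated calcium ratio converted to B score.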
hERG rescue: compounds protecting human hERG from proarrhythmic drug block. activation (rescue from dofetilide block), less the hit threshold, % at 10 µM. AID 1511. Q12809. 0.51% of 310,000 active. CHO-hERG, FluxOR thallium flux, dofetilide IC70 present;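 active = activation above the mean of controls blocked by dofetilide plus 5 SD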;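 also: thallium influx through hERG after potassium depolarization seen as dye fluorescence rise; in these data hits start at about 4.7%; inactives centre near -7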
KCNK3 block: human KCNK3 channel inhibition, primary screen. CHO-KCNK3 thallium flux, FluxOR fluorescence; active compounds read low. B-score at 10 µM. 0.84% of 340,000 active;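 active = B-score under library mean minus 4 SD, starting fluorescence ratio at most library mean plus 5 SD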;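 also: more negative B-score means stronger inhibition of thallium flux through KCNK3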
Target sequence (O14649 whole entry, looked up): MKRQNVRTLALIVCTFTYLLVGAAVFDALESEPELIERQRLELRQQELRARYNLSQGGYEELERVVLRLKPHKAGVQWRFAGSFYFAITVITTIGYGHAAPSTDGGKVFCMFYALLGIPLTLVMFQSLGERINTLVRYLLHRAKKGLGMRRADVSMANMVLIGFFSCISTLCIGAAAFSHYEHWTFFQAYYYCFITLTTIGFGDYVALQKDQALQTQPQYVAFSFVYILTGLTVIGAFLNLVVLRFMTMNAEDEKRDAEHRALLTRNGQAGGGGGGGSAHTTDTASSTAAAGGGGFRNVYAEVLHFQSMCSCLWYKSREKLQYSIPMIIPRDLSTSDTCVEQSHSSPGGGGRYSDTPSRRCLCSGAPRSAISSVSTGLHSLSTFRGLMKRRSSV
Active calls of the source: *; i = inactive; . = no result given. Not all compounds are listed (hit frequency here may not be typical).

The first three compounds as a preview:
SMILES	PolyA inhibitor	KCNQ1 inh	KCNQ1 act	GSK3A inh	GSK3B inh	Dyrk1A ADPGlo	KCNK9 inh	RGS4 block	RGS4 act	hERG rescue	KCNK3 block
CCN(CC)c1ccc(NC(=O)c2ccc(Br)o2)c(C)c1	i	i	i	1	15	2	i	i	i	-9	i
CCOc1ccccc1N(CC(=O)NCC1CCCO1)C(=O)CCC(=O)Nc1ccccn1 (configuration not stated)	i	i	i	.	-2	-8	i	i	i	-9	i
C/C(=N\NC(=O)c1nnn(-c2nonc2N)c1CN1CCOCC1)c1ccc(CC(C)C)cc1	i	i	i	16	-10	.	i	i	i	-3	i

The listing, from the start:
SMILES	PolyA inhibitor	KCNQ1 inh	KCNQ1 act	GSK3A inh	GSK3B inh	Dyrk1A ADPGlo	KCNK9 inh	RGS4 block	RGS4 act	hERG rescue	KCNK3 block
CCN(CC)c1ccc(NC(=O)c2ccc(Br)o2)c(C)c1	i	i	i	1	15	2	i	i	i	-9	i
CCOc1ccccc1N(CC(=O)NCC1CCCO1)C(=O)CCC(=O)Nc1ccccn1 (configuration not stated)	i	i	i	.	-2	-8	i	i	i	-9	i
C/C(=N\NC(=O)c1nnn(-c2nonc2N)c1CN1CCOCC1)c1ccc(CC(C)C)cc1	i	i	i	16	-10	.	i	i	i	-3	i
CC(=O)Nc1cccc(OCCCNC(=O)c2cccc3ccccc23)c1	i	i	i	0	0	4	i	i	i	-4	i
COc1ccc(C2CC(=O)C(C=NCCN3CCN(C(C)=O)CC3)=C(O)C2)cc1 (configuration not stated)	i	i	i	-5	-1	-4	i	i	i	-1	i
CC1=C(C(N)=O)C(c2ccncc2)n2nc(-c3ccccc3Cl)nc2N1 (configuration not stated)	i	i	i	.	-1	10	i	i	i	-10	i
O=[N+]([O-])c1ccc2cn(-c3ccccc3)nc2c1	i	i	i	3	-4	7	i	i	i	-6	i
C=CCn1c(SCC(=O)NCc2ccco2)nnc1-c1ccc2ccccc2n1	i	i	i	-2	0	8	i	i	i	-14	i
COc1ccc(Cn2nnnc2C(c2ccncc2)N2CCOCC2)cc1 (configuration not stated)	i	i	i	6	2	26	i	i	i	-4	i
COc1ccc(Cl)cc1CNCCCSc1ncccn1	i	i	i	3	0	-2	i	i	i	-6	i
Nc1ccc(S(=O)(=O)NC(=O)c2ccccc2)cc1	.	i	i	-3	2	5	i	i	i	-5	i
Cc1ccccc1Nc1nc(N)nc(CN2C(=O)NC3(CCCCC3C)C2=O)n1 (configuration not stated)	i	i	i	-1	2	-1	i	i	i	-12	i
COc1ccc(-c2cc(C(F)(F)F)n3nc(C(=O)NCc4ccco4)c(Cl)c3n2)cc1	i	i	i	-3	2	4	i	i	i	-3	i
COc1ccc(-c2noc(CSc3nnc(Cc4ccccc4)n3-c3cccc(C)c3)n2)cc1OC	i	i	i	0	-4	.	i	i	i	-7	i
Cc1ccc(F)c(NC(=S)Nc2cccc3ccccc23)c1	i	i	i	9	-1	0	i	i	i	-11	i
CN(CC(=O)Nc1ccc(N2CCOCC2)cc1)C(=O)CC(c1ccccc1)c1ccccc1	.	i	i	-1	-2	1	i	i	i	-11	i
Cc1cccc(C)c1NC(=O)COC(=O)C1C2CC3OC(=O)C1C3C2 (configuration not stated)	i	i	i	-2	.	-7	i	i	i	-10	i
O=C(NNc1nc(Nc2ccccc2)nc(N2CCOCC2)n1)Nc1ccc(Cl)cc1	i	i	i	-1	1	0	i	i	i	-4	i
Cc1cccc(NC(=O)c2ccc3nsnc3c2)c1C	i	i	i	0	3	0	i	i	i	-11	i
C=CCn1c(O)c2ccc(C(=O)N=NC(=O)c3ccc(F)cc3)cc2c1O	i	i	i	-1	1	1	i	i	i	-6	i
COc1ccc(C(=O)NCCCN(C)CCCNC(=O)c2ccc(OC)cc2)cc1	i	i	i	-1	-1	5	i	i	i	-5	i
N#CCCn1cc(CNC2CCC(O)CC2)c2ccccc21 (configuration not stated)	i	i	i	-2	.	8	i	i	i	-13	i
CN1CCN(c2ccc(Nc3ccnc4cc(Cl)ccc34)cc2)CC1	i	i	i	11	-1	1	i	i	i	-7	i
O=[N+]([O-])c1cccc(-c2n[nH]c(=S)n2-c2ccccc2)c1	i	i	i	12	0	.	i	i	i	2	.
CSC1=NC(NCCCO)c2c(sc3c2CC(C)(C)OC3)N1 (configuration not stated)	i	i	i	0	-7	-6	i	i	i	-18	i
Cc1nnc(NC(=O)c2ccncc2)s1	i	i	i	11	-5	17	i	i	i	-6	i
COc1cc2c(cc1OC)C1C(C(=O)Nc3ccccc3N3CCN(C)CC3)c3ccccc3C(=O)N1CC2 (configuration not stated)	i	i	i	-3	1	-2	i	i	i	-13	i
O=C(Cc1ccc(Cl)cc1)NCc1ccccc1Cl	i	i	i	-1	4	-9	i	i	i	-8	i
CCOc1ccccc1-n1c(N)c(C(N)=O)sc1=S	i	i	i	0	2	-7	i	i	i	-14	i
CC(=O)N(Cc1ccc2c(c1)OCO2)C1CC(=O)N(CCc2ccccc2)C1=O (configuration not stated)	i	i	i	0	0	11	i	i	i	-4	i
Cc1nc2cc(Cl)c(Cl)cc2n1CCCO	i	i	i	7	-2	.	i	i	i	0	i
COCC(C)NC(=O)c1cc(-c2ccc(OC)c(OC)c2)on1 (configuration not stated)	i	i	i	-3	1	10	i	i	i	-8	i
CCc1ccc(-c2ccc(C(=O)O)cc2)nc1	i	i	i	12	0	7	i	i	i	-3	i
COc1cc(/C=N/Nc2nn3cnnc3c3ccccc23)cc(OC)c1OC	i	i	i	1	1	21	i	i	i	-4	i
Cc1ccc2nc(SCC(=O)N3CCCCC3)nc(=O)n2c1	i	i	i	-2	3	3	i	i	i	-10	i
COc1cc(O)c(C(CC(=O)N2CCOCC2)c2ccc(N(C)C)cc2)c(OC)c1 (configuration not stated)	i	i	i	0	1	3	i	i	i	-6	i
CCC(C)(C)C1CCC2(CC1)NC(=O)N(CC(=O)N1CCN(S(=O)(=O)c3cc(C)ccc3C)CC1)C2=O (configuration not stated)	.	i	i	-1	-2	1	i	i	i	-8	i
COC(=O)c1sccc1NC(=O)NC1CCCCC1	i	i	i	-5	-1	4	i	i	i	-10	i
Cc1ccc(-c2ccc(/C=N/N=C3/NC(=O)C(CC(=O)O)S3)o2)c([N+](=O)[O-])c1 (configuration not stated)	i	i	i	1	7	-2	i	i	i	-16	i
Cc1cccc(CCNC(=O)C2CCN(S(=O)(=O)c3c(C)noc3C)CC2)c1	i	i	i	3	1	-2	i	i	i	-4	i
O=C(O)c1ccn[nH]1	i	i	i	2	-8	.	i	i	i	-6	.
Cc1cc(NS(=O)(=O)c2ccc(NC(=O)CN3C(=O)c4ccccc4C3=O)cc2)nc(C)n1	i	i	i	.	-2	2	i	i	i	-3	i
C[C@H](NC(=O)c1cc2c(cn1)[nH]c1ccccc12)C(=O)O	i	i	i	0	1	3	i	i	i	-4	i
Cc1ccc(CC(=O)Nc2cc([N+](=O)[O-])ccc2F)cc1	i	i	i	-3	3	-5	i	i	i	-9	i
Cc1cccc(/C(N)=N/OC(=O)N2c3ccccc3Sc3ccccc32)c1	i	i	i	1	1	6	i	i	i	-9	i
COc1ccccc1NC(=O)Oc1cccc(OC(=O)c2ccccc2)c1	i	i	i	-3	-5	11	i	i	i	-10	i
O=[N+]([O-])c1ccc(Cl)c(/C=N/N2CCN(c3ccccc3)CC2)c1	i	i	i	-4	-1	1	-7.8*	i	i	0	i
Cc1cc(C(F)F)n2ncc(C(=O)NCc3ccccc3F)c2n1	i	i	i	-1	-4	1	i	i	i	-11	i
CCCc1ccccc1OCCNS(=O)(=O)c1cc2c(cc1C)OCC(=O)N2	i	i	i	11	16	-10	i	i	i	-18	i
Cc1ccccc1CSc1nn2c(=O)c(C)nnc2s1	i	i	i	0	1	.	i	i	i	-6	i
CCC(C)(C)NC(=O)CN(C(=O)CCC(=O)Nc1cc(C)ccn1)c1ccc2c(c1)OCO2	.	i	i	4	-1	5	i	i	i	-4	i
Cc1ccc(/C=N/NC(=O)c2nnn(-c3nonc3N)c2CN(C)c2ccccc2)s1	i	i	i	2	-1	-1	i	i	i	-12	i
COCCNC(=O)C(c1ccc(O)cc1)N(C(=O)CCC(=O)Nc1nccs1)c1cccc(C)c1 (configuration not stated)	i	i	i	-1	-1	-1	i	i	i	-6	i
O=C(CN1CCN(c2ccc(O)cc2)CC1)NC(=O)NCc1ccco1	i	i	i	0	0	2	i	i	i	-5	i
CCOCCCNC(=O)CN1CCN(Cc2ccccc2C)C1=O	i	i	i	-2	3	5	i	i	i	-12	i
O=C1c2c(Br)c(Br)c(Br)c(Br)c2C(=O)N1c1ccccn1	i	i	i	1	4	-2	i	i	i	-9	i
NC(=O)C1(N2CCCCC2)CCN(Cc2nc(-c3cccs3)no2)CC1	i	i	i	1	-3	10	i	i	i	-14	i
COC(=O)C1=C(O)/C(=C\c2sccc2C)N=C1C	i	i	i	5	0	10	i	i	i	-8	i
CC(=O)Nc1ccc(NC2=Nc3ccccc3N3C2=Nc2c(c(C)nn2-c2ccccc2)C3c2ccccc2)cc1 (configuration not stated)	i	i	i	0	1	-1	i	i	i	-16	i
COC(=O)C1=CN(Cc2ccc(OC)cc2)C=C(C(=O)OC)C1c1cccs1	i	i	i	0	-4	4	-6.7*	i	i	-9	i
Following part:
SMILES	PolyA inhibitor	KCNQ1 inh	KCNQ1 act	GSK3A inh	GSK3B inh	Dyrk1A ADPGlo	KCNK9 inh	RGS4 block	RGS4 act	hERG rescue	KCNK3 block
Cc1ccc(C(=O)CSc2nc3cc(S(=O)(=O)N4CCOCC4)ccc3o2)cc1	i	i	i	-1	-2	-5	i	i	i	-7	i
CCN(CC)C(=O)N1CCN(S(=O)(=O)c2ccc(C)cc2)CC1	i	i	i	-2	0	0	i	i	i	-7	i
CC(=O)N1CCN(c2ccc(NC(=S)NC(=O)/C=C/c3ccccc3)cc2)CC1	i	i	i	-1	1	.	i	i	i	-1	.
COc1ccc(C(=O)O/N=C(\N)c2ccccn2)cc1	i	i	i	51*	-40	47	i	i	i	0	i
CCCCn1c(=O)cc(O)c2ccccc21	i	i	i	-1	1	8	i	i	i	-10	i
CC(C)(C)c1ccccc1OCC(=O)Nc1ncn[nH]1	i	i	i	.	4	0	i	i	i	-6	i
